Fluorescein autfl: qHTS Assay for Spectroscopic Profiling in Fluorescein Spectral Region; Compound autofluorescence, 480/540 nm, fluorescein-equivalent; stronger effect = higher value; max fluorescein-equivalent concentration, M; 0.91% of 59,000 active; AID 593, 2007; in the data active = max fluorescein-equivalent concentration above about 10 nM; inconclusive = between about 1.1 nM and that limit
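In this qHTS profile, compound fluorescence was measured with a 480 nm/540 nm filter pair following a 15-min room-temperature incubation in 100 mM Tris (pH 8.0). A six-point fluorescein series on each plate served for normalization.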
A350 autofl: qHTS Assay for Spectroscopic Profiling in A350 Spectral Region; max dye-equivalent concentration, M; 11% of 59,000 active; Compound autofluorescence, 340/450 nm, Alexa 350 dye-equivalents; stronger effect = higher value; in the data active = max dye-equivalent concentration above about 10 nM; inconclusive = mostly about 1.1 nM to 9.6 nM
Rhodamine fluor: qHTS Assay for Spectroscopic Profiling in Rhodamine Spectral Region; Rhodamine-region fluorescence, 547/598 nm, Tris buffer; stronger effect = higher value; max dye-equivalent concentration, M; 0.05% of 59,000 active; in the data active = max dye-equivalent concentration above about 11 nM; inconclusive = between about 1.1 nM and that limit
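A six-point rhodamine series on each plate calibrates the signal. Compounds sit in 100 mM Tris (pH 8.0) for 15 min at ambient temperature before imaging through 547 nm/598 nm filters.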
Caspase-1 inhib: qHTS Assay for Allosteric/Competitive Inhibitors of Caspase-1. 0.03% of 75,000 active. Potency, µM (highest dose often 57.5 µM), inactives show at the highest dose activity change, negative = inhibition, actives largely listed as inhibitors. AID 900, 2007. P29466. Caspase-1 enzyme, Ac-WEHD-AFC fluorogenic rate;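 also: potency is read from the fitted curve at half-maximal effect; plate controls were vehicle for no effect and no substrate for full effect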
USP2a inh: qHTS Assay for Inhibitors of Ubiquitin-specific Protease USP2a; Potency, µM (doses to about 38.3 µM), without a hit: at the highest dose activity change, negative = inhibition, actives largely listed as inhibitors; 0.1% of 60,000 active; USP2a enzymatic assay, qHTS inhibition;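 also: potency is read from the fitted curve at half-maximal effect; nearly all actives have a fitted effect of over 60% in size; plate controls were DMSO for no effect and NEM full inhibition control for full effect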
Target sequence (O75604 whole entry, looked up): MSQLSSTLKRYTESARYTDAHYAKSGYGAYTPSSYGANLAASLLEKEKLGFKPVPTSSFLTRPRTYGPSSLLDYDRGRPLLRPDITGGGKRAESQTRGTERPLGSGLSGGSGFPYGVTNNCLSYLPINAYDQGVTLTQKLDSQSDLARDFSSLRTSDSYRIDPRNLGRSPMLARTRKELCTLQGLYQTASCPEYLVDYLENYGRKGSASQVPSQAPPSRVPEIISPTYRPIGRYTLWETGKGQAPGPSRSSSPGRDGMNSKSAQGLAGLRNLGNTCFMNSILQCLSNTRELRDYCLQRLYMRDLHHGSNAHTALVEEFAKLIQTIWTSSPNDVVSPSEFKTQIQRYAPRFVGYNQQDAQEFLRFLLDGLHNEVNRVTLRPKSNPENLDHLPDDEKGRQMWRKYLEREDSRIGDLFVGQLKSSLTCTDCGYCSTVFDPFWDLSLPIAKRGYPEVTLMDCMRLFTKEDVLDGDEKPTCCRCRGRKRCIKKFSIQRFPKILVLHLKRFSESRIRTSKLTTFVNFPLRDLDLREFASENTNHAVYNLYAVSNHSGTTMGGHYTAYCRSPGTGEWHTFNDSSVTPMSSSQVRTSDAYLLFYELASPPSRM
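Coupled readout: USP2-cleaved Ub-PLA2 (20nM final) turns over NBD C6-HPC (20uM final), Ex 460nm/Em 535nm after 2.5 h, time-zero read flagging artifacts. Enzyme (20nM final, pH 8.0 Tris) given 30 min RT with compound first; NEM defines full inhibition.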
4MU fluor: qHTS Assay for Spectroscopic Profiling in 4-MU Spectral Region | compound autofluorescence, 340/450 nm, 4-MU equivalents; stronger effect = higher value | max dye-equivalent concentration, M | 11% of 59,000 active | AID 589, 2007; in the data active = max dye-equivalent concentration above about 10 nM; inconclusive = mostly about 1.1 nM to 9.6 nM
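Compounds in 100 mM Tris, pH 8.0, incubated 15 min at room temperature, then fluorescence read at 340 nm excitation/450 nm emission. Signal converted to 4-MU dye-equivalent concentration using an on-plate six-point 4-MU standard curve.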
BRCT PPI green: qHTS Assay for Inhibitors of BRCT-Phosphoprotein Interaction (Green Fluorophore). Breast cancer type 1 susceptibility protein (Homo sapiens), P38398. BRCA1 BRCT-phosphopeptide binding, green fluorescence polarization. Potency, µM (titrated, usually from 76.9 µM), for inactives: at the highest dose activity change, negative = inhibition, hits mostly inhibitors. 0.05% of 75,000 active;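 also: potency is read from the fitted curve at half-maximal effect; plate controls were peptide without protein for full effect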
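Compounds were incubated for 12 min at room temperature with a complex of 100 nM fluorescein-tagged pBACH1 decapeptide and 250 nM His-tagged BRCT protein. Buffer was phosphate pH 7.3 with EDTA, DTT and Tween 20. Disruption of binding lowers the polarization signal.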
Casp7 inh: qHTS Assay for Allosteric/Competitive Inhibitors of Caspase-7; P55210; recombinant caspase-7, Ac-DEVD-AFC fluorescence rate; Potency, µM (doses to about 57.5 µM), without a hit: top-dose activity change, negative = inhibition, usual class: inhibitors; 0.02% of 75,000 active; active = well fitted inhibition curve with a large enough effect in the main read-out, with a control signal flat, not every such curve was filed as active; inconclusive = small, poorly fitted or top-dose-only effect, or a change in a side signal; also: potency is read from the fitted curve at half-maximal effect; % of control where 0% means no effect
Target sequence (P55210 24-198 limits assumed): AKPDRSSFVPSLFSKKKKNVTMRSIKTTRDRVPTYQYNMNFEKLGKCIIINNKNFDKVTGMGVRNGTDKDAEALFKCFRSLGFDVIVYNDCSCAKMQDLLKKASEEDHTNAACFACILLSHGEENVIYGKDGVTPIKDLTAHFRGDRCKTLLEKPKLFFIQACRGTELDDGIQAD
Target sequence (P55210 207-303 limits assumed): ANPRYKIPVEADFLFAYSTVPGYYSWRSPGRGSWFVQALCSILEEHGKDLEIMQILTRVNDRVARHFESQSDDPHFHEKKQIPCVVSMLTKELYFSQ
BRCT PPI red: qHTS Assay for Inhibitors of BRCT-Phosphoprotein Interaction (Red Fluorophore). 0.03% of 75,000 active. Breast cancer type 1 susceptibility protein (Homo sapiens), P38398. Potency, µM (titrated, usually from 76.9 µM), for the others: top-dose activity change, negative = inhibition, actives largely listed as inhibitors. AID 892, 2007. BRCT-phosphopeptide binding, red fluorescence polarization; also: % is scaled to controls: 0 for no effect and ±100 for the full control effect
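Rhodamine-labelled pBACH1 10-mer (100 nM) bound to BRCT domain (100 nM) at pH 7.3; compounds incubated 12 min room temperature, polarization read. Free peptide defines full inhibition; unlabelled decapeptide titrated as control.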
HEK293 cAMP ctrl: qHTS Assay for Agonists of the Thyroid Stimulating Hormone Receptor: Activators of Intracellular cAMP Concentrations in Parental HEK 293; Potency, µM (top dose mostly 57.1 µM), inactives show at the highest dose activation, actives largely listed as activators; 2.5% of 73,000 active; parental HEK293 CNG cAMP sensor, membrane potential fluorescence; AID 938, 2007; also: potency is read from the fitted curve at half-maximal effect; % of control where 0% means no effect; nearly all actives have a fitted effect of over 55% in size
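Counterscreen for endogenous-receptor signalling: CNG-channel HEK 293 cells report cAMP rise by membrane depolarization. After 60 min dye equilibration with 100 uM RO 20-1724, compounds incubated 30 min before bottom-read fluorescence at 590 nm.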
Texas Red fluor: qHTS Assay for Spectroscopic Profiling in Texas Red Spectral Region; Compound fluorescence, Texas Red channel, 547/618 nm; stronger effect = higher value; max dye-equivalent concentration, M; 0.06% of 59,000 active; AID 587, 2007; in the data active = max dye-equivalent concentration above about 10 nM; inconclusive = between about 1.1 nM and that limit
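Pin-transferred compounds and Texas Red standards go into 100 mM Tris buffer, pH 8.0. After 15 min at room temperature, plates are imaged with 547/618 nm filters. Each value is a dye-equivalent concentration derived from the per-plate dye curve.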
Starred values were filed as active, the others as inactive; i = inactive; ? = inconclusive; nt = not tested or not shown; [ ] = remark or other dose. Unless noted, calls follow the shape of the dose curve; as a rule, active = well fitted curve in the direction sought with a large enough effect; inconclusive = small, poorly fitted or top-dose-only effect, or another doubt; inactive = no such curve, though single readings can be large; an effect the other way counts as inactive or inconclusive. This is a subset, so the mix of outcomes need not match the whole.

SMILES	Fluorescein autfl	A350 autofl	Rhodamine fluor	Caspase-1 inhib	USP2a inh	4MU fluor	BRCT PPI green	Casp7 inh	BRCT PPI red	HEK293 cAMP ctrl	Texas Red fluor
CCC(=O)OCC(=O)c1c(N)n(Cc2ccccc2)c(=O)n(C)c1=O	i	i	i	0%	8%	i	0.9%	-1%	1.0%	0%	i
Cn1nnnc1SCC(=O)NCCc1ccc(Cl)cc1	i	i	i	1%	14%	i	0.3%	0%	2.0%	18%	i
O=C(COc1ncnc2ccccc12)N1CCOCC1	?	i	i	2%	3%	i	-0.8%	-3%	0.4%	-3%	?
Oc1ccc2ccccc2c1/C=C\c1ccc2c(Br)cc(Br)c(O)c2n1	i	i	i	-2%[11.5 µM]	nt	i	1.4%[15.4 µM]	-4%[11.5 µM]	0.2%[15.4 µM]	4%[11.4 µM]	i
O=C1c2ccccc2-c2c1cccc2C(=O)N(CCO)CCO	nt	nt	nt	-3%	-3%	nt	-2.2%	-2%	-1.4%	7%	nt
O=C(COC(=O)CNC(=O)C1CCCCC1)Nc1ccc(Cl)cn1	?	?	i	3%	7%	i	-1.1%	-3%	1.1%	12%	?
Cc1nc2ccc(C(=O)N3CCSCC3)cc2s1	i	i	i	2%	-4%	i	-7.4%	0%	0.8%	4%	i
Cc1cc(NC(=O)CSc2ccc3nnc(-c4cccc(F)c4)n3n2)no1	i	?	i	0%	4%	?	2.6%	0%	-3.2%	6%	?
O=C(NCc1ccco1)c1cc(-c2ccco2)on1	i	i	i	0%	5%	i	-0.1%	0%	-0.9%	4%	i
COc1cc2[nH]c(=O)n(CCCCCC(=O)NCCCN3CCOCC3)c(=O)c2cc1OC	i	?	i	1%	0%	i	-1.2%	4%	1.9%	4%	i
Cc1cc(NC(=O)c2cc(-c3cccc(Cl)c3)on2)no1	i	i	i	-1%	5%	i	-0.1%	0%	-0.2%	16%	i
CC(=O)Nc1ccc(S(=O)(=O)Nc2c(C)n(C)n(-c3ccccc3)c2=O)cc1	i	i	i	0%	1%	i	-0.7%	0%	-2.0%	17%	i

Three compounds picked at random from the list so far, as already listed:
SMILES	Fluorescein autfl	A350 autofl	Rhodamine fluor	Caspase-1 inhib	USP2a inh	4MU fluor	BRCT PPI green	Casp7 inh	BRCT PPI red	HEK293 cAMP ctrl	Texas Red fluor
O=C1c2ccccc2-c2c1cccc2C(=O)N(CCO)CCO	nt	nt	nt	-3%	-3%	nt	-2.2%	-2%	-1.4%	7%	nt
Cc1cc(NC(=O)CSc2ccc3nnc(-c4cccc(F)c4)n3n2)no1	i	?	i	0%	4%	?	2.6%	0%	-3.2%	6%	?
Oc1ccc2ccccc2c1/C=C\c1ccc2c(Br)cc(Br)c(O)c2n1	i	i	i	-2%[11.5 µM]	nt	i	1.4%[15.4 µM]	-4%[11.5 µM]	0.2%[15.4 µM]	4%[11.4 µM]	i

Other compounds follow:
SMILES	Fluorescein autfl	A350 autofl	Rhodamine fluor	Caspase-1 inhib	USP2a inh	4MU fluor	BRCT PPI green	Casp7 inh	BRCT PPI red	HEK293 cAMP ctrl	Texas Red fluor
C=CCn1c(SCC(=O)c2cc(C)n(Cc3cccs3)c2C)nnc1-c1ccncc1	?	i	i	1%	30%	i	2.0%	-2%	0.5%	?	i
O=c1c(CCc2ccccc2)nc2cncnc2n1Cc1ccccc1	i	i	i	-6%	171%[activator]	i	-0.2%	-6%	1.5%	8%	i
CN(C)c1ncc2nc(-c3cn(C)c4ccccc34)c(=O)n(C[C@H]3CCCO3)c2n1	?	i	i	?	3%	i	-1.5%	?	0.3%	-14%	i
CN(CCCNC(=O)COc1cc(=O)n(C)c2ccccc12)Cc1ccccc1	i	i	i	1%	2%	i	0.0%	2%	0.3%	11%	i
O=C(Nc1ccccc1)NC1(C(=O)NCc2ccco2)CCCCC1	i	i	i	1%	-2%	i	-3.1%	1%	1.8%	-9%	i
O=C(NCC1CCCO1)c1cccnc1Nc1ccccc1F (stereo unspecified)	i	i	i	-1%	nt	i	-1.6%	0%	-0.6%	3%	i
Cc1nc2ccccc2n1CC(=O)NCc1ccccc1	i	i	i	-3%	23%	i	-1.1%	-1%	0.7%	?	i
CCCc1cc(=O)[nH]c(SCC(=O)c2cc(C)n(CCOC)c2C)n1	?	i	i	-2%	7%	i	-6.5%	-1%	-1.0%	37%	i
CC(NC(=O)c1ccncc1)C(c1cccs1)N1CCOCC1 (stereo unspecified)	?	?	i	-1%	-1%	i	-1.2%	0%	0.4%	11%	i
CCCc1cc(=O)[nH]c(SCC)n1	i	i	i	-4%	-8%	i	-2.5%	2%	0.3%	10%	?
CCOC(=O)c1sc2nc(CC(=O)OC)nc(NCCN3CCOCC3)c2c1C	i	?	i	0%	16%	?	1.9%	-1%	-0.6%	6%	i
COCCNC(=O)CN(C)S(=O)(=O)c1ccc2c(c1)OCCO2	i	i	i	0%	nt	i	-0.9%	3%	-1.2%	1%	i
COC(=O)c1cc(Br)c(=O)n(-c2ccc(OC)cc2)c1	i	i	i	0%	-5%	i	1.9%	-1%	0.1%	1%	i
O=C(NCC1CCCO1)c1ccc(COc2ccc(F)cc2)o1 (stereo unspecified)	i	i	i	0%	5%	i	-2.5%	0%	0.9%	-2%	i
Cc1ccc(N=Nc2c(O)ccc3cc(S(=O)(=O)O)ccc23)cc1	?	?	i	-1%[11.5 µM]	nt	i	-2.2%[15.4 µM]	-3%[11.5 µM]	1.2%[15.4 µM]	4%[11.4 µM]	i
Cn1c(Cn2c(=O)sc3ccccc32)nnc1SCC(=O)Nc1ccc(Cl)cc1	nt	nt	nt	1%	nt	nt	-5.4%	-1%	-1.4%	15%	nt
COc1ccc(C(CNC(=O)c2cccc(N(C)C)c2)N2CCCC2)cc1 (stereo unspecified)	?	?	i	2%	15%	?	-0.9%	-2%	-2.8%	16%	i
COc1ccc(NC(=O)c2ccco2)cc1NC(=O)c1ccc(Br)o1	i	?	i	-1%	11%	?	-2.1%	0%	0.2%	28%	i
CCN(CC)S(=O)(=O)c1ccc(-c2nnc(SCC(=O)Nc3nc(C)cs3)o2)cc1	i	i	i	0%	17%	i	0.3%	0%	-1.6%	?	i
S=c1[nH]c2ccc(Cl)cc2[nH]1	i	i	i	1%	6%	i	-2.0%	1%	-1.1%	?	i
CCCOc1ccc(N2C(=O)CC(SCCN)C2=O)cc1 (stereo unspecified)	i	i	i	2%	-5%	i	1.1%	-7%	0.2%	6%	i
O=C1C=C(NCc2ccncc2)CC(c2ccccc2)C1 (stereo unspecified)	nt	nt	nt	-2%	-3%	nt	0.1%	-6%	1.2%	12%	nt
O=C(CCc1nc(-c2ccccc2F)no1)NCCN1CCc2ccccc2C1	?	i	i	0%	20%	i	-8.2%	-1%	-1.3%	22%	i
CCOC(=O)c1c(C(C)(C)C)oc2ccc(OCC#N)cc12	nt	nt	nt	-2%	-12%	nt	1.0%	-2%	-1.8%	27%	nt
CCN(C(=O)c1cccs1)c1nnc(-c2ccncc2)s1	i	?	i	1%	-3%	i	0.4%	6%	-2.3%	7%	?
CC(OC(=O)CN(C)S(=O)(=O)c1ccc(Cl)cc1)C(=O)Nc1ccc(N2CCOCC2)cc1 (stereo unspecified)	i	i	i	0%	6%	i	3.2%	0%	0.5%	8%	?
O=C(NCCc1ccccn1)C1CCCN(S(=O)(=O)Cc2ccccc2)C1 (stereo unspecified)	i	i	i	0%	-4%	i	-2.6%	4%	-0.3%	5%	i
O=C(CC(=O)c1cc(Cl)ccc1O)c1ccccc1	nt	nt	nt	-3%	34%[activator]	nt	-1.0%	-3%	0.3%	22%	nt
c1ccc2c(c1)ncn2CCn1cnc2ccccc21	i	i	i	1%	-4%	i	1.6%	1%	0.9%	25%	i
COc1ccccc1NC(=O)CSc1ncnc2c1oc1ccccc12	i	i	i	-1%	12%	i	-1.6%	-2%	-0.5%	?	i
CCCCC[C@H](O)/C=C/C1=C(CCCCCCC(=O)O)C(=O)CC1	i	i	i	nt	nt	i	nt	nt	nt	nt	?
COc1ccc2c(c1)c(C(=O)CN1CCOCC1)c(C)n2C	i	i	i	nt	nt	i	nt	nt	nt	nt	i
O=C(Nc1ccc(Cl)cn1)c1cnn2cccnc12	i	i	i	1%	5%	i	0.8%	-1%	-2.5%	-3%	i

Results in BRCT PPI green and Rhodamine fluor, for three of the compounds above:
structure	BRCT PPI green	Rhodamine fluor
CC(=O)Nc1ccc(S(=O)(=O)Nc2c(C)n(C)n(-c3ccccc3)c2=O)cc1	-0.7%	i
CCOC(=O)c1c(C(C)(C)C)oc2ccc(OCC#N)cc12	1.0%	nt
COc1ccc2c(c1)c(C(=O)CN1CCOCC1)c(C)n2C	nt	i

Bioassay records (PubChem)
